APE1 inh = blocks human APE1 abasic DNA cleavage; P27695; recombinant APE1, TAMRA/BHQ-2 abasic DNA cleavage fluorescence; Potency, µM (highest dose often 65.8 µM), for inactives: top-dose activity change, negative = inhibition, actives largely listed as inhibitors; actives 0.35% (n = 350,000);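 also: plate controls were vehicle for no effect and reference inhibitor for full effect; nearly all actives have a fitted effect of over 55% in size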
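Activity was derived from the fluorescence gain between first and third kinetic reads (60 s intervals, ex 525/em 598 nm) after 50 nM THF-abasic TAMRA/BHQ-2 duplex was added to 0.75 nM APE1 preincubated 15 min with compound.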
BLM inh = Bloom syndrome helicase (human) inhibition; P54132; AID 2528; Potency, µM (doses to about 56.1 µM), for the others: at the highest dose activity change, negative = inhibition, usual class: inhibitors; actives 0.2% (n = 350,000); recombinant BLM DNA unwinding, fluorescence dequenching;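 also: plate controls were vehicle for no effect and no enzyme for full effect; nearly all actives have a fitted effect of over 35% in size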
BAZ2B inh = inhibitors of human BAZ2B bromodomain; AID 504333; Q9UIF8; actives 4.4% (n = 360,000); Potency, µM (titrated, usually from 114 µM), for the others: top-dose activity change, negative = inhibition, actives largely listed as inhibitors; AlphaScreen BAZ2B-H3K14Ac peptide displacement; also: % is scaled to controls: 0 for no effect and ±100 for the full control effect; nearly all actives have a fitted effect of over 60% in size
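AlphaScreen displacement: compounds (up to 110uM) incubated 30 min at room temperature with a preformed 50 nM BAZ2B/50 nM biotinylated H3K14Ac peptide complex in PBS pH 7.4 with Tween-20. Donor and acceptor beads at 10 ug/mL final added, 20 min light-protected before reading.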
Pol eta inh = inhibitors of human DNA polymerase eta. Q9Y253. recombinant Pol eta, fluorescent DNA replication assay. Potency, µM (series often up to 114 µM), for inactives: at the top dose activity change, negative = inhibition, most hits filed as inhibitors. actives 1.2% (n = 390,000); also: % is scaled to controls: 0 for no effect and ±100 for the full control effect
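Pol eta at 10 nM preincubated with compounds 15 min at room temperature; reaction started with fluorescent substrate (50 nM final) and read kinetically at 0 and 10 min.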
Pol kappa inh = blocks human DNA polymerase kappa activity; AID 588579; purified Pol kappa, fluorescent DNA synthesis assay, 10 min; Potency, µM (highest dose often 107 µM), without a hit: at the top dose activity, negative = inhibition, usual class: inhibitors; actives 0.53% (n = 400,000); also: % is scaled to controls: 0 for no effect and ±100 for the full control effect
Target sequence (Q9UBT6 whole entry, looked up): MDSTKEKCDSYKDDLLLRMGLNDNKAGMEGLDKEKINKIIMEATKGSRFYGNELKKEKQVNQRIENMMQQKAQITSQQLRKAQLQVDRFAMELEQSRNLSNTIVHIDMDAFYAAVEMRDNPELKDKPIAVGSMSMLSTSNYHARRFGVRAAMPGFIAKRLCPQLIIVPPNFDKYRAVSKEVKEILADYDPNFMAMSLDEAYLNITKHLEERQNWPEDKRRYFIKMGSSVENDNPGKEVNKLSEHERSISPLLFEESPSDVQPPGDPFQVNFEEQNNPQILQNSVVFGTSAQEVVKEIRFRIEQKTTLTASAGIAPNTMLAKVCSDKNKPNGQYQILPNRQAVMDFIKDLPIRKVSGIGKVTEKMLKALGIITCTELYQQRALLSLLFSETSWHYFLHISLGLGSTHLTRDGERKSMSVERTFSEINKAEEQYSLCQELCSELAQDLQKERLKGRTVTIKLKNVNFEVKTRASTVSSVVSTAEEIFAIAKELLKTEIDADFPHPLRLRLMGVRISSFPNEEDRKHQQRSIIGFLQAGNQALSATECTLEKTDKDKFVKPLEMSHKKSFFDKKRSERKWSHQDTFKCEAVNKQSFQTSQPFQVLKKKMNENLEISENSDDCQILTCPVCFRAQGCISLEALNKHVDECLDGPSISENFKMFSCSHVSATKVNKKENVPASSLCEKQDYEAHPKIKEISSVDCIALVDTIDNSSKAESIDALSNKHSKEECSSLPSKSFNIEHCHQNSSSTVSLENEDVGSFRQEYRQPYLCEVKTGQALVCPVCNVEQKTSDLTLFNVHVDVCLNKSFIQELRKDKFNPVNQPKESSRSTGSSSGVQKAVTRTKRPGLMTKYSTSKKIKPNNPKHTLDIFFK
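Here, compound and 10 nM enzyme are combined for 15 min at room temperature; adding 50 nM substrate (final) starts DNA synthesis, tracked by fluorescence at 0 and 10 min against buffer-only wells.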
G9a inh = G9a (human) methyltransferase inhibition; actives 8.8% (n = 350,000); Potency, µM (titrated, usually from 102 µM), without a hit: top-dose activity, negative = inhibition, actives largely listed as inhibitors; G9a H3K9 monomethylation, AlphaScreen, 2 h; Q96KQ7; AID 504332; also: % is scaled to controls: 0 for no effect and ±100 for the full control effect; nearly all actives have a fitted effect of over 75% in size
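G9a (20 nM) was preincubated 15 min with compound, then reacted 2 h at room temperature with 500 nM biotin-H3K9 peptide and 20 µM SAM. Monomethyl-H3K9 detected by AlphaScreen using anti-H3K9me1 antibody.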
Anesthetic bind = binds horse apoferritin like a general anesthetic | AID 485281 | apoferritin/1-aminoanthracene competitive binding, fluorescence | actives 0.074% (n = 350,000) | P02791 | Potency, µM (series often up to 77.5 µM), for the others: top-dose activity change, negative = displacement, most hits filed as inhibitors; also: % is scaled to controls: 0 for no effect and ±100 for the full control effect; nearly all actives have a fitted effect of over 20% in size
Target sequence (P02791 2-175 limits assumed): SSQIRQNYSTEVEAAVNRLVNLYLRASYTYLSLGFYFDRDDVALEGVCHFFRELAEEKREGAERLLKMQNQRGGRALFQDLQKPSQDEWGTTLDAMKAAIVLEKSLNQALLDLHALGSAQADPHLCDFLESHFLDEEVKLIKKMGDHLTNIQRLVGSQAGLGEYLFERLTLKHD
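Horse-spleen apoferritin (10 uM) was mixed with 50% saturated 1-aminoanthracene in PBS, exposed to compounds for 10 min at room temperature, and read for fluorescence (ex 380 nm, em 535 nm). Competitive displacement was fitted with a four-parameter Hill equation.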
POLI inh = DNA polymerase iota (human) inhibition; Q9UNA4; Pol iota fluorescent replication assay, 10 min; Potency, µM (titrated, usually from 115 µM), inactives show at the top dose activity, negative = inhibition, most hits filed as inhibitors; actives 1% (n = 390,000); AID 588590
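Fluorescent replication assay read twice, at 0 min and 10 min after adding 50 nM (final) substrate. Enzyme (10 nM) and compounds were first incubated 15 min at room temperature; enzyme-free buffer wells were negative controls.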
Pol beta inh = inhibitors of human DNA polymerase beta | Pol beta primer extension/strand displacement, fluorescence kinetic | AID 485314 | actives 1.3% (n = 340,000) | Potency, µM (top dose mostly 114 µM), inactives show at the top dose activity change, negative = inhibition, hits mostly inhibitors | P06746; also: % is scaled to controls: 0 for no effect and ±100 for the full control effect
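Pol beta (10 nM) was preincubated with compound for 15 min at room temperature. The reaction was then started with 50 nM substrate and read immediately and after a further 10 min at room temperature.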
An asterisk follows results filed as active; ? = inconclusive; / = not tested or not shown; [ ] = remark or other dose. Calls follow the shape of the dose curve; as a rule, active = well fitted curve in the direction sought with a large enough effect; inconclusive = small, poorly fitted or top-dose-only effect, or another doubt; inactive = no such curve, though single readings can be large; an effect the other way counts as inactive or inconclusive. Potency is read from the fitted curve at half-maximal effect. This is a subset, so the mix of outcomes need not match the whole.

Sample of the layout:
smiles | APE1 inh | BLM inh | BAZ2B inh | Pol eta inh | Pol kappa inh | G9a inh | Anesthetic bind | POLI inh | Pol beta inh
NC(=O)NC(Cc1ccccc1)c1ccccc1 (configuration not stated) | 0% | -2% | 1% | -8% | -6% | 23%[59 µM] | -8% | -2% | -1%
COc1ccc(OC)c(NC(=O)c2nnn(Cc3ccccc3C)c2N)c1 | ? | -3% | -32% | -11% | -20% | ? | 10% | 5% | -16%
CC(=O)N(C)c1ccc(OCC(O)Cn2c3ccc(Cl)cc3c3cc(Cl)ccc32)cc1 (configuration not stated) | -4% | -7% | 3% | -12% | -9% | -13%[59 µM] | -1% | -17% | -1%
CCCCN(C(=O)c1cc2ccccc2o1)c1c(N)n(CCCC)c(=O)[nH]c1=O | -12% | / | 8% | -17% | 10% | 5%[12.7 µM] | / | 38%[activator] | /
COc1ccc(OC)c(NC(=O)N2CCc3ccccc3C2)c1 | 10% | 2% | -35% | -9% | -18% | -17% | -14% | 3% | 5%
O=C(COc1ccccc1)N(Cc1cccnc1)c1nc2ccc(Cl)cc2s1 | / | -3% | -2% | 0% | -6%[60.1 µM] | -2%[59 µM] | -7% | 7% | 1%
CC1(C)CCCC2(C)C3C(O)CC2(C)C(O)C31 (configuration not stated) | -1% | 3% | / | / | -8%[60.1 µM] | / | -7% | / | /

Main list, repeating the preview:
smiles | APE1 inh | BLM inh | BAZ2B inh | Pol eta inh | Pol kappa inh | G9a inh | Anesthetic bind | POLI inh | Pol beta inh
NC(=O)NC(Cc1ccccc1)c1ccccc1 (configuration not stated) | 0% | -2% | 1% | -8% | -6% | 23%[59 µM] | -8% | -2% | -1%
COc1ccc(OC)c(NC(=O)c2nnn(Cc3ccccc3C)c2N)c1 | ? | -3% | -32% | -11% | -20% | ? | 10% | 5% | -16%
CC(=O)N(C)c1ccc(OCC(O)Cn2c3ccc(Cl)cc3c3cc(Cl)ccc32)cc1 (configuration not stated) | -4% | -7% | 3% | -12% | -9% | -13%[59 µM] | -1% | -17% | -1%
CCCCN(C(=O)c1cc2ccccc2o1)c1c(N)n(CCCC)c(=O)[nH]c1=O | -12% | / | 8% | -17% | 10% | 5%[12.7 µM] | / | 38%[activator] | /
COc1ccc(OC)c(NC(=O)N2CCc3ccccc3C2)c1 | 10% | 2% | -35% | -9% | -18% | -17% | -14% | 3% | 5%
O=C(COc1ccccc1)N(Cc1cccnc1)c1nc2ccc(Cl)cc2s1 | / | -3% | -2% | 0% | -6%[60.1 µM] | -2%[59 µM] | -7% | 7% | 1%
CC1(C)CCCC2(C)C3C(O)CC2(C)C(O)C31 (configuration not stated) | -1% | 3% | / | / | -8%[60.1 µM] | / | -7% | / | /
COc1ccccc1C(=O)Nc1onc(C)c1C#N | 0% | -3% | -17% | -15% | -4% | 10% | -4% | -1% | 21%
CCN1C(=O)N(C(C)=O)C2C1N(C(C)=O)C(=O)N2C(C)=O (configuration not stated) | 2% | -2% | -19% | -22% | -1% | -34% | 1% | 26% | -2%
CC(C)COC(=O)N1CC(O)CC1C(=O)Nc1ccc2c(c1)OCO2 (configuration not stated) | -9% | / | 4% | -9% | -12% | ? | / | 2% | /
COc1cccc(/C=N/n2c(C)nc3ccccc32)c1OC | -9% | -1% | -1% | -11% | -12% | 1%[12.7 µM] | 3% | 18% | -1%
CCOC(=O)NCc1ccc(CNC(=O)OCC)cc1 | 0% | 0% | 3% | 2% | -3% | 31% | -13% | 8% | 0%
Cc1nc2cc(C(=O)O)ccc2n1-c1ccc(C(C)C)cc1 | / | -1% | ? | 3% | -14% | 16µM* | -5% | -7% | 0%
CSc1nnc(-c2cccc(NC(=S)NN)c2)o1 | -5% | -6% | ? | -10% | -12% | 7.9µM* | -5% | -13% | 3%
CN1CC(c2ccccc2)C(c2ccc(Cl)cc2)=N1 (configuration not stated) | 8% | 0% | ? | -8% | 0% | -34%[59 µM] | -17% | 15% | -1%
Cc1[nH]n(-c2ccccc2)c(=O)c1N=Nc1cccc(Cl)c1 | 2% | -1% | 22µM* | -16% | 7% | / | 0% | -11% | 22%
Cc1cc(NC(=O)C(C)SCC(=O)Nc2ccccc2N2CCCC2)no1 (configuration not stated) | 2% | / | -4% | -16% | -2% | -41% | / | 16% | /
Cc1cc(C)cc(N(CC(=O)NC2CCCCC2)C(=O)c2ccc(C)s2)c1 | -1% | -4% | 3%[57.1 µM] | -1% | 3%[60.1 µM] | 12%[59 µM] | ? | 5% | 2%
CCCc1c(C)c2ccc(OCC(C)=O)cc2oc1=O | -2% | -4% | 9% | -1% | -1% | 6%[59 µM] | -11% | 26% | 23%
CCCCN(C(=O)CSCC(=O)Nc1ccc(OC)cc1)c1c(N)n(Cc2ccccc2)c(=O)[nH]c1=O | -30% | / | 6% | 3% | -9% | -36% | / | 13% | /
C#CCOCCOCCOCCNc1nc(N2CCN(C(=O)[C@H](C)n3cc(CCCN=C(N)N)nn3)CC2)nc(N2CCN(C(=O)[C@H](CCCCN)n3cc(CCCC)nn3)CC2)n1 | -7% | 6% | ? | / | / | 4.5µM* | -2% | / | 4%
COc1cc2c(cc1OC)n(CC(=O)c1cc(C)ccc1C)c(=O)n1nc(CCn3nc(C)cc3C)nc21 | / | -3% | -4% | -5% | -2%[60.1 µM] | 10%[59 µM] | 2% | 2% | 12%
Cc1cccc(CNc2cc(-c3ccccc3C)ncn2)c1 | 2% | -7% | / | / | -20%[60.1 µM] | / | ? | / | /
Cc1ccccc1NS(=O)(=O)c1ccc(NS(=O)(=O)c2cccs2)cc1 | 75% | 3% | 20% | -15% | 5% | -26% | -5% | 6% | 1%
Cc1nc(NC(=O)c2cc3ccccc3o2)ccc1Br | -5% | 0% | -1% | -3% | -15% | / | -7% | 4% | 11%
COC(=O)CCc1cccc(CCC(=O)OC)c1 | 20% | -7% | 6% | -4% | 0% | -1% | -15% | 23% | 9%
O=c1[nH]c(/C=C\c2cccs2)nc(O)c1[N+](=O)[O-] | ? | -7% | -30% | ? | -31% | ? | -8% | 7% | ?
COc1ccc(C(=O)NC2CCN(C(=S)Nc3ccccc3)CC2)cc1 | -6% | -6% | -1% | -1% | -7% | -2% | -2% | -29% | 0%
CC(=O)c1ccc(N=Nc2c(C)[nH]n(-c3ccccc3)c2=O)cc1 | -10% | -10% | 32µM* | -2% | -7% | 3.5µM* | -12% | -12% | 25%
Cc1cccc2cc(C#N)c(SCC(=O)NCC3CCCO3)nc12 (configuration not stated) | 16% | -13% | 8% | ? | -16% | ? | 5% | -4% | -24%

Short keys: A = APE1 inh; B = BLM inh; C = BAZ2B inh; D = Pol eta inh; E = Pol kappa inh; F = G9a inh; G = Anesthetic bind; H = POLI inh; I = Pol beta inh
> CCCCn1c(/N=C/c2cc(OC)ccc2O)nc2ccccc21
  A = 5%	B = -4%	C = 10%	D = -13%	E = 2%	F = -3%	G = -11%	H = 7%	I = 16%
> COc1cccc(-n2c(SCC(=O)Nc3ccc4c(c3)CCC4)nc3ccccc3c2=O)c1
  A = -5%	B = -4%	C = 0%	D = ?	E = -8%	F = -5%	G = -8%	H = 5%	I = 2%[57.1 µM]
> COC(CNC(=O)c1ccc2c(c1)ncn2-c1cccc(F)c1)OC
  A = 1%	B = -5%	C = 3%	D = -22%	E = -11%	F = 3%	G = -3%	H = 15%	I = -18%
> COc1cccc(CC(=O)OC(C)C(=O)Nc2ccc(Cl)cn2)c1 (configuration not stated)
  A = -12%	B = /	C = 8%	D = -9%	E = -4%	F = 4%	G = /	H = 19%	I = /
> COc1ccccc1NC(=O)c1nc(SCc2ccc(F)cc2)ncc1Cl
  A = /	B = 2%	C = -10%	D = -3%	E = 0%	F = 2%[59 µM]	G = -3%	H = 13%	I = 22%
> CC(C)(CO)NC(=S)NCc1ccco1
  A = -2%	B = -4%	C = -7%	D = -2%	E = -37%	F = 40µM*	G = -7%	H = ?	I = ?
> COc1cccc(NC(=O)CSC2=Nc3ccccc3C3=NC(CC(=O)NCc4ccc5c(c4)OCO5)C(=O)N23)c1 (configuration not stated)
  A = /	B = -2%	C = -31%	D = 3%	E = 0%[60.1 µM]	F = 1%[59 µM]	G = -1%	H = ?	I = ?
> CCOc1cc([N+](=O)[O-])cc(/C=N/NC(=O)c2c(-c3ccccc3)noc2C)c1O
  A = -7%	B = -2%	C = 22µM*	D = -21%	E = -9%	F = ?	G = -20%	H = 44%[activator]	I = 18%
> O=C(c1cn2ccccc2n1)N1CCc2c([nH]c3ccccc23)C1c1ccccn1 (configuration not stated)
  A = -5%	B = -13%	C = ?	D = -23%	E = 1%	F = /	G = -3%	H = 34%[activator]	I = -5%
> CCn1nc(C)c(NC(=O)CCSc2nc(-c3ccco3)cc(C(F)(F)F)n2)c1C
  A = 7%	B = -2%	C = 4%	D = 9%	E = -6%	F = 8%	G = -18%	H = 3%	I = 38%[activator]
> O=C(NCC(c1ccco1)N1CCCC1)c1cccc(NS(=O)(=O)c2ccccc2)c1 (configuration not stated)
  A = 5%	B = /	C = -1%	D = -22%	E = -6%	F = ?	G = /	H = 31%[activator]	I = /
> COc1ccccc1OCCNC(=O)c1cccc(S(=O)(=O)N2CCN(C)CC2)c1
  A = 33%	B = -7%	C = -19%	D = -12%	E = -13%	F = 27%	G = -7%	H = 19%	I = -4%
> COc1ccc(-c2cc(C)no2)cc1S(=O)(=O)NCC1CCN(Cc2cc(C)ccc2C)CC1
  A = 30%	B = 4%	C = -26%	D = -25%	E = -2%	F = 18%[59 µM]	G = -10%	H = 20%	I = -1%
> CCCC(=O)Nc1c(-c2ccc(OC)cc2)c(=O)c2ccccc2n1C
  A = 4%	B = -11%	C = 0%	D = -11%	E = -4%	F = -31%[59 µM]	G = -7%	H = 7%[58.9 µM]	I = 5%
> CCOC(=O)c1c(CN2CCCCC2)oc2ccc(O)cc12
  A = -4%	B = 2%	C = -12%	D = -22%	E = -12%	F = 1%[12.7 µM]	G = -18%	H = 21%	I = 0%
> CC(C)C[C@H](NC(=O)c1[nH]cnc1C(=O)N[C@@H](C)C(=O)OCc1ccccc1)C(=O)OCc1ccccc1
  A = -13%	B = /	C = /	D = -19%	E = -10%	F = /	G = /	H = 8%	I = /

From PubChem
